Screening results (PubChem BioAssay)
PV pol inh = poliovirus RNA polymerase inhibition; poliovirus polymerase elongation, fluorescence polarization; active compounds read low; P03300; % elongation, % (compound at 16.7 µg/mL); 150,000 tested, 0.66% active; in the data active = % elongation below about 90%; note: some results filed as inactive read as strong as hits
Target sequence (P03300 1749-2209 limits assumed): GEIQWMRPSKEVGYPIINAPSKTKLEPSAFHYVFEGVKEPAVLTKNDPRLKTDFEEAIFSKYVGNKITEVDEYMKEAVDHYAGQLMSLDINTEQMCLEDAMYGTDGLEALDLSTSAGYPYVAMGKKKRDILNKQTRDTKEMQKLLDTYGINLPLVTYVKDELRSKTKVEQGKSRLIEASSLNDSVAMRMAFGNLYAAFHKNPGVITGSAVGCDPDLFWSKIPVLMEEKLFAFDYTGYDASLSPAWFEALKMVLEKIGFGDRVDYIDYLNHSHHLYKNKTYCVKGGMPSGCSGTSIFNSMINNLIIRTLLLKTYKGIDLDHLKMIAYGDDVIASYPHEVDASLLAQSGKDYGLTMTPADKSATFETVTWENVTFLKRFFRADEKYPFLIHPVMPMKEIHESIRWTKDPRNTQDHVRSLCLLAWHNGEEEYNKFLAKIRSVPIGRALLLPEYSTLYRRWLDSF
PV pol inh FP z-score = further read-out of PV pol inh, marked with its call; z-score; measured here: FP z-score; hits read low
* = called active by the depositor. Some of the compounds tested. The share of hits here may be higher or lower than overall.

SMILES	PV pol inh	PV pol inh FP z-score
O=C(Cn1c(=O)c2cccn2c2ccccc21)NCCc1ccccc1	106	-0.1
COc1ccc2cnn(-c3ccccc3)c(=O)c2c1OC	109	0.5
Cc1onc(-c2ccccc2Cl)c1C(=O)Oc1ccc(Cl)cc1Cl	106	-0.3
Cc1nn(-c2ccccc2)c2c1N(CC(=O)N1CCN(c3cccc(Cl)c3)CC1)C(=O)CS2	110	0.8
COc1cc2cc(Oc3ccc4ccc(=O)oc4c3)c(=O)oc2cc1OC(C)=O	105	0.3
CCN(CC)S(=O)(=O)c1ccc2[nH]cc(C(=O)N3CCC(C)CC3)c(=O)c2c1	100	-0.9
CCOc1ccc2nc(NC(=O)C3(S(=O)(=O)c4ccc(C)cc4)CC3)sc2c1	98	-1
CCOC(=O)c1oc2ccc(OCC)cc2c1C	111	0.5
CN(C)N1C(=O)CC(N2CCCC2)C1=O (configuration not stated)	101	-0.5
COc1cc(OC)cc(-c2cc3nc(C)c(CCC(=O)NCCc4cccc(C)c4)c(C)n3n2)c1	109	1.2
CN=C1c2cc3cc(OC)ccc3n2CCN1Cc1ccccc1	102	0.1
CC(=O)N(CCCCN1C(=O)c2ccccc2C1=O)c1ccc(Cl)cc1	103	0.3
CCOC(=O)c1c(C)oc2nc(C)nc(NC(C)c3ccccc3)c12 (configuration not stated)	107	0
CN(C(=O)c1cc2ccccc2o1)c1c(N)n(Cc2ccccc2)c(=O)[nH]c1=O	107	0.6
CC(Sc1nnnn1C)C(=O)C12CC3CC(CC(C3)C1)C2 (configuration not stated)	106	0.5
COc1ccccc1N1CCN(C(=O)C2CCCN2C(N)=O)CC1 (configuration not stated)	104	0.1
COC(=O)c1cc(NC(=O)COC(=O)CN2C(=O)C3CC=CCC3C2=O)cc(C(=O)OC)c1 (configuration not stated)	103	0.1
O=C(CSc1ncccn1)N1CCCC1	102	0.2
CC(=O)N/C(=C\c1ccccc1)C(=O)NCc1ccco1	101	-0.1
O=c1nc(SCCc2ccccc2)nc2ccccn12	105	1.1
COCCCNC(=O)c1cnn(-c2ccc(F)cc2F)c1C1CCNCC1	104	0
COc1ccc(OC)c(CNC(=O)CN2CC(C)Sc3ccccc32)c1 (configuration not stated)	111	0.9
O=C1CSc2nnc(C3COc4ccccc4O3)n2N1 (configuration not stated)	95	-2.3
COC(=O)C1CCN(C(=O)CN(C)Cc2ccc(C(C)(C)C)cc2)CC1	103	0.1
COc1ccc(N(/N=C2\Oc3ccc4c(C)cc(=O)oc4c3C2=O)C(C)=O)cc1	108	0.6
CCCN(CCC)S(=O)(=O)c1ccc(C(=O)Nc2ccc3sc(SC)nc3c2)cc1	99	-1.1
CCOc1ccc(C(=O)Nc2cccc(NC(=O)c3ccc(Cl)cc3Cl)c2)cc1	98	-0.7
O=C1NC2CC3CC(C2)CC1C3	98	-0.4
Cc1ccccc1C(=O)Nc1cc2c(s1)CCCC2	108	0.3
CCOC(=O)C1=C(C)NC(=O)NC1c1cn(-c2ccccc2)nc1C (configuration not stated)	100	-0.1

Look-ups from the results shown:
Entry of `CCOC(=O)c1oc2ccc(OCC)cc2c1C` under PV pol inh FP z-score: 0.5
Entry of `CCOc1ccc(C(=O)Nc2cccc(NC(=O)c3ccc(Cl)cc3Cl)c2)cc1` under PV pol inh: 98

Next section
SMILES	PV pol inh	PV pol inh FP z-score
COc1ccccc1CNC(=O)Cc1c(C)c2cc3c(C)coc3c(C)c2oc1=O	111	0.6
Cc1cc(N2CCOCC2)nc2ccc(NC(=S)NC3CC3)cc12	101	0
Cc1ccc(S(C)(=O)=NC(=O)NC(=O)c2c(Cl)cccc2Cl)cc1 (configuration not stated)	108	0.9
C=CCN1C(C(=O)c2ccccc2)=C(OC(=O)c2ccccc2)c2ccccc2S1(=O)=O	102	0.2
CC1CN(Cn2nc(-c3cccs3)n(-c3ccccc3)c2=S)CC(C)O1 (configuration not stated)	104	0.1
c1ccc(NCCNc2ncnc3sccc23)nc1	110	1.1
CCOc1ccccc1NC(=O)c1ccc(C)cc1	105	0.2
N#Cc1ccc(OCC(=O)N2CCOCC2)cc1	103	0
O=C(CSc1cccc[n+]1[O-])c1cc2ccccc2o1	99	-0.9
COC(=O)C(C#N)c1nc2ccccc2nc1Cl (configuration not stated)	83*	-3.7*
Cc1cccc(OCc2nnc(SCC(=O)c3cc(C)n(-c4ccc5c(c4)OCO5)c3C)o2)c1	103	-0.2
C/C(=N/O)c1nnc2cc(C)nn2c1C	101	-0.3
S=C(Nc1cccnc1)Nc1cccnc1	101	0.1
Cc1ccc(N2CC(NC(=O)NCc3ccccn3)CC2=O)cc1 (configuration not stated)	99	-0.7
O=C1CCC(C(=O)N2CCCC2c2nc3ccccc3s2)=NN1c1ccccc1 (configuration not stated)	103	0
CCCCCC(=O)NC1CCN(C)CC1	99	-1.1
N#Cc1c(C(F)(F)F)cc(-c2cccs2)nc1SCC(=O)Nc1ccc(F)cc1	104	0.3
COc1ccc2c(c1)CN(c1ccc(C)cc1C)CO2	101	0.1
CCOC(=O)c1c(N)n(-c2ccccc2)c2nc3ccccc3nc12	106	1
CCOC(=O)C1CCN(c2c(C(=O)c3ccccc3)cnc3ccc(CC)cc23)CC1	102	-0.5
CN1CCN(C(=O)c2cc(C(C)(C)C)cc(C(C)(C)C)c2)CC1	100	-0.3
CCOc1ccccc1C(=O)Nc1nncs1	102	0.2
CCCNC(=O)c1ccc(CN2CCCn3nc(C)cc32)cc1	100	-0.9
O=C(NCc1n[nH]c(=S)n1-c1ccccc1)c1ccccc1	103	0.3
O=C(CSc1nc2c(c(=O)n1-c1ccc(Cl)cc1)SCC2)Nc1nccs1	101	0.1
BrCCOC1OCCOC1OCCBr (configuration not stated)	98	-0.5
Cc1ccc(N=Cc2c(O)[nH]c(=S)[nH]c2=O)cc1	97	-0.4
COC(=O)C1=C(N)Oc2cc(C)[nH]c(=O)c2C12C(=O)N(CC(C)C)c1ccccc12 (configuration not stated)	104	0.5
CCCCc1nc2c(c(=O)[nH]1)C(C)(C)Cc1ccccc1-2	102	0.1
N#C/C(=C/c1cn(CC(=O)O)c2ccccc12)c1ccc(F)cc1	99	-0.6

A second format for part of the listing above:
Molecule | PV pol inh | PV pol inh FP z-score
Cc1ccc(N2CC(NC(=O)NCc3ccccn3)CC2=O)cc1 (configuration not stated) | 99 | -0.7
O=C1CCC(C(=O)N2CCCC2c2nc3ccccc3s2)=NN1c1ccccc1 (configuration not stated) | 103 | 0
CCCCCC(=O)NC1CCN(C)CC1 | 99 | -1.1
N#Cc1c(C(F)(F)F)cc(-c2cccs2)nc1SCC(=O)Nc1ccc(F)cc1 | 104 | 0.3
COc1ccc2c(c1)CN(c1ccc(C)cc1C)CO2 | 101 | 0.1
CCOC(=O)c1c(N)n(-c2ccccc2)c2nc3ccccc3nc12 | 106 | 1
CCOC(=O)C1CCN(c2c(C(=O)c3ccccc3)cnc3ccc(CC)cc23)CC1 | 102 | -0.5
CN1CCN(C(=O)c2cc(C(C)(C)C)cc(C(C)(C)C)c2)CC1 | 100 | -0.3
CCOc1ccccc1C(=O)Nc1nncs1 | 102 | 0.2
CCCNC(=O)c1ccc(CN2CCCn3nc(C)cc32)cc1 | 100 | -0.9
O=C(NCc1n[nH]c(=S)n1-c1ccccc1)c1ccccc1 | 103 | 0.3
O=C(CSc1nc2c(c(=O)n1-c1ccc(Cl)cc1)SCC2)Nc1nccs1 | 101 | 0.1
BrCCOC1OCCOC1OCCBr (configuration not stated) | 98 | -0.5
Cc1ccc(N=Cc2c(O)[nH]c(=S)[nH]c2=O)cc1 | 97 | -0.4
COC(=O)C1=C(N)Oc2cc(C)[nH]c(=O)c2C12C(=O)N(CC(C)C)c1ccccc12 (configuration not stated) | 104 | 0.5
CCCCc1nc2c(c(=O)[nH]1)C(C)(C)Cc1ccccc1-2 | 102 | 0.1

Following part.
SMILES	PV pol inh	PV pol inh FP z-score
COC(=O)NC(=Nc1ccc(OC)cc1)C(F)(F)F	103	-0.1
Cc1onc(-c2ccccc2)c1C(=O)OCC(=O)c1ccc2c(c1)OCCO2	101	-0.2
COc1ccc(/C=C/C(=O)/C=C/c2ccc(OC)cc2)cc1	100	-0.5
O=C(CC(=O)c1ccccc1O)c1ccccc1	112	0.7
COCc1[nH]nc2c1C1(CCC(C(C)(C)C)CC1)C(C#N)=C(N)O2 (configuration not stated)	102	0.3
CC1CC(C)CN(C(=O)Cn2c(=O)n(CCCC(=O)NCc3ccco3)c(=O)c3sccc32)C1 (configuration not stated)	102	0.2
Cc1cc(N2CCOCC2)c2c(N)c(C)cc(C)c2n1	101	0
CN(C)NC(=S)Nc1ccc(S(=O)(=O)N2CCCCC2)cc1	103	0.4
CN1/C(=C(/C#N)C(=O)CSc2nc(C3CC3)n(-c3ccccc3)n2)Sc2ccccc21	119	2.4
O=C(CC1SCC(C(=O)O)NC1=O)NCc1ccccc1 (configuration not stated)	103	0.1
Cn1nc(C(F)(F)F)c2cc(-c3nc(-c4ccc(C(F)(F)F)cc4)no3)sc21	102	0.1
O=C(NCC(c1ccc(Cl)cc1)N1CCCCC1)c1ccccc1 (configuration not stated)	103	0
CN1C(=O)C(C(=O)NC(C)(C)C)C2CC1(C)Oc1ccccc12 (configuration not stated)	101	-0.1
CCOC(=O)c1cc2c(=O)n3ccccc3nc2n(CC2CCCO2)c1=NC(=O)c1ccccc1Br (configuration not stated)	109	1.4
COc1ccccc1Nc1c2c(nc3ccc(NC(=O)COc4cccc(C)c4)cc13)CCCC2	99	-0.4
Cc1ccc(-n2ncc(C(=O)N3CCN(c4cccc(C)c4C)CC3)c2C2CCNCC2)c(C)c1	105	0.1
COC(=O)c1c(O)c2c([nH]c1=O)CCCC2	102	-0.1
COc1cccc(NC(=O)CN(Cc2ccccc2)S(=O)(=O)c2ccc3nc(C)sc3c2)c1	109	0.9
Cc1nn(C(C)(C)C)c(NC(=O)c2ccccc2)c1C#N	103	-0.5
NC(=O)C1CCN(Cc2ccccc2)CC1	100	-0.3
COc1ccc(-c2oc3ncn4nc(COc5c(C)cccc5C)nc4c3c2-c2ccc(OC)cc2)cc1	108	0.6
Cc1ccc(CC(C#N)Sc2nnc(-c3cccnc3)n2Cc2ccccc2)cc1 (configuration not stated)	102	-0.1
CCn1c(C(=O)Nc2cc(C)ccc2C)cc2sc(Cl)cc21	102	0.6
CCC1CCCCN1C(=O)c1ccc(F)cc1 (configuration not stated)	102	-0.1
CCc1ccc(OC)c(S(=O)(=O)NC2CCCCC2)c1	102	0.7
COc1ccc(Br)cc1C1CC(=O)C(C)C(c2cc(Br)ccc2OC)N1 (configuration not stated)	103	0.4
Nc1ccccc1N1CCCCC1	102	0.1
O=C(/C=C/c1ccccc1)N1CCN(Cc2cccc(F)c2)CC1	100	0.1
COc1ccc(-c2nc(C)c(CCNC(=O)C(C)(C)C)s2)cc1	100	-0.6
COc1ccc(C2c3c(n(C)c4ccccc34)C(=O)N2CC(=O)Nc2ccc(C)c(Cl)c2)cc1 (configuration not stated)	101	-0.7
CCOC(=O)c1cc(S(=O)(=O)NCc2ccccc2)[nH]n1	109	0.6
Cc1cc(C)c2oc(-c3ccc(C)c(NC(=O)/C=C/c4ccco4)c3)nc2c1	110	1.6
O=C(c1cc2cc(Br)ccc2oc1=O)N1CCCc2ccccc21	101	-0.1
CCOC(=O)c1cccc(NC(=O)c2cccc3c2C(=O)N(C2CCN(C(=O)OCC)CC2)C3)c1	99	-0.7
O=C(O)CSc1nnc(Cn2c(=O)sc3ccccc32)n1-c1cccc(C(F)(F)F)c1	100	-0.2
Cc1ccc(C)c(NCCOc2ccccc2)c1	102	0
CC(CCN1CCCN(C)CC1)c1ccccc1 (configuration not stated)	101	0.1
COc1ccccc1CN(C)C(C)C(=O)NCC1CCCCC1 (configuration not stated)	105	0.6
CCN1CCN(C(c2ccc(Cl)cc2)c2c(O)cc(C)n(CCOC)c2=O)CC1 (configuration not stated)	109	0.1
CC1CCN(C(=O)c2cccc(NC(=O)c3nsc4ccccc34)c2)CC1	113	1.4
Cc1ccc(N2C(=O)C3Sc4[nH]c(=O)sc4C(c4ccccc4)C3C2=O)cc1 (configuration not stated)	100	-0.2
COc1cc(OC)cc(C(=O)N(C)CCc2ccc(OC)c(OC)c2)c1	106	0.4
Cc1ccc(Nc2cc(C)nc3nncn23)c(C)c1	103	-0.9
COc1ccc(C(=O)/C=C/Nc2ccccn2)c(OC)c1	97	-0.2
Cn1cc(Br)c(NC(=O)/C=C\C(=O)O)n1	102	0.1
O=C(N/N=C1\CCS(=O)(=O)c2ccc(F)cc21)c1ccc(O)cc1	101	-0.4
COc1cc(CO)ccc1OCC(=O)NC(C)(C)C	101	-0.7
Cc1ccc(/C=C/c2onc(C)c2S(=O)(=O)N2CCC(C(=O)Nc3cc(F)ccc3F)CC2)cc1	100	-1.4
Cc1cc(C)cc(NC(=O)CN2C(=O)CCc3ccccc32)c1	101	0
O=C1C2ON(c3ccc(Cl)cc3)C(c3ccc(F)cc3)C2C(=O)N1Cc1ccccc1 (configuration not stated)	99	-0.8
Cc1cnc(C)c(N2CCC(C(=O)NCC3CC3)CC2)n1	102	-0.1
O=C(NCc1ccc(Cl)cc1)c1ccc(CN2CCOCC2)cc1	104	0.9
C[n+]1cc(C(=O)NCCC[N+]2(C)CCCC2)ccc1/C=N/O	99	-0.4
CCC(C)S(=O)(=O)c1oc(-c2ccc(F)cc2)nc1S(=O)(=O)c1ccc(F)cc1 (configuration not stated)	110	0.5
Cc1ccc(C)c(S(=O)(=O)c2cn(C)c3cc(F)c(F)cc3c2=O)c1	103	-0.4
Clc1ncccc1N=Cc1cccc(Br)c1	104	0.8
O=C(NCc1ccccc1)c1cc2sccc2n1Cc1ccc(Cl)cc1	107	0.9
CCc1ccc(NC(=O)c2sc3nc(-c4ccccc4)cn3c2C)cc1	110	0.7
COc1cccc(-n2c(C)c3c(C)nnc(C)c3c2C)c1	100	-0.7
COc1ccccc1NC(=O)CSc1nc2ccccc2c(=O)n1CCC(=O)NC1CCCCC1	105	-0.2
COc1ccccc1C(C)NCC(=O)Nc1ccccc1C#N (configuration not stated)	104	0.5
COC(=O)c1ccccc1NC(=O)C1CCCN(c2ncnc3onc(C)c23)C1 (configuration not stated)	110	0.5
Nc1nnc(C2CCCC2)s1	104	0.6
